# From PubChem
# Anthrax LF inh2: inhibitors of Bacillus anthracis lethal factor protease. P15917. AID 588501. multiplex microsphere protease cleavage assay, LF. inhibition, % at 10 µM. hit rate 0.12% among 360,000; also: plate controls were buffer without enzyme for full effect and enzyme alone for no effect
# Target sequence (P15917 whole entry, looked up): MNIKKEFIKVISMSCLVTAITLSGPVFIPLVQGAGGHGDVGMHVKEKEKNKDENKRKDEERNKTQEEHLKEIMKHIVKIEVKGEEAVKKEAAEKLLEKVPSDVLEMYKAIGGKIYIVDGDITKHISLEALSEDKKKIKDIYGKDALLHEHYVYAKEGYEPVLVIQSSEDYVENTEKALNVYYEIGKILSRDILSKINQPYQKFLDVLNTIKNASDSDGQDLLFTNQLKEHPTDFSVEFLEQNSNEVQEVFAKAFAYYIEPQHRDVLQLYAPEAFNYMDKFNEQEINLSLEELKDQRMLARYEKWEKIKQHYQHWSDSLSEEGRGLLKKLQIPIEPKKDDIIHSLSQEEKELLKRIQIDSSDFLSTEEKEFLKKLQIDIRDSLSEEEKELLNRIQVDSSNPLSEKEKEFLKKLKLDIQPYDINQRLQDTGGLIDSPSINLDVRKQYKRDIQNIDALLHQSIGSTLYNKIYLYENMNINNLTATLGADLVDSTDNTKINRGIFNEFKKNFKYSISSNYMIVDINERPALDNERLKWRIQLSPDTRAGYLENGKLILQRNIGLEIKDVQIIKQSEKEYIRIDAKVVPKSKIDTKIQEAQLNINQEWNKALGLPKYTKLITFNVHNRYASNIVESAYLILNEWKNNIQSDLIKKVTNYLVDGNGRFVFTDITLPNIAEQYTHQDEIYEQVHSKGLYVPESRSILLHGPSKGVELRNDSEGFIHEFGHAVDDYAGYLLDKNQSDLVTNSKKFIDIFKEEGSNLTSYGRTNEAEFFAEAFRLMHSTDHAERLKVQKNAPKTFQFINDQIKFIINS
# PfHsp40 yeast: compounds rescuing yeast from Plasmodium falciparum HSP40 toxicity; S. cerevisiae expressing PfHsp40, growth rescue, ATP luminescence; hit rate 0.68% among 340,000; growth rescue, % at 12.5 µM; in the data active = growth rescue above about 28%, passing the limit was not always enough;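 also: yeast W303a lacking pdr1 and pdr3 grown in galactose medium; growth measured after three days at 30 °C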
# BH1578 lux ind: induces V. cholerae light production without autoinducers | V. cholerae BH1578 lux reporter, luminescence, 6 h | hit rate 0.16% among 350,000 | activation, % at 18.7 µM; in the data active = activation mostly above about 9.7%, no sharp cut-off; also: not every result past the cut was called active; inactives centre near 0; reference of the scale not given here
# PriA SSB inh: K. pneumoniae PriA-SSBct interaction inhibition; AlphaScreen SSBct-PriA binding, biotinylated peptide; inhibition, % at 33 µM; hit rate 0.6% among 430,000; in the data active = inhibition mostly above about 37%, no sharp cut-off; inactive = mostly below about 20%;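 also: plate controls were negative control peptide for no effect and reference peptide for full effect; strong numbers were not always called active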
# SARS 3CLpro inh: SARS-CoV 3CLpro protease inhibition | P0C6X7 | recombinant SARS-CoV 3CLpro, quenched FRET peptide cleavage | inhibition, % at 6 µM | hit rate 0.14% among 290,000 | AID 1706; in the data active = inhibition above about 12%
# TcdB GH inh: blocks C. difficile toxin B glycohydrolase activity | TcdB glycohydrolase enzymatic assay, plate reader | inhibition, % at 9.99 µM | hit rate 0.24% among 350,000 | AID 652162; in the data active = inhibition above about 10%
# VHR inh abs: blocks human VHR1 dual specificity phosphatase | P51452 | recombinant VHR phosphatase, pNPP absorbance | inhibition, % at 13.3 µM | hit rate 0.52% among 290,000 | AID 1654; in the data active = inhibition above about 50%; also: some compounds called inactive have numbers as strong as hits
# Target sequence (P51452 whole entry, looked up): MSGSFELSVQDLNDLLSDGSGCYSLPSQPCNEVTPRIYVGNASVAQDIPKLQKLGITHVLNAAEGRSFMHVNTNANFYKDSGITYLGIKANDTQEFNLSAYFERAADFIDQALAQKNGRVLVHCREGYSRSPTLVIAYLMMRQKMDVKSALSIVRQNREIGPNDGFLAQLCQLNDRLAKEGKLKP
# BoNT A protease: blocks Botulinum neurotoxin A light chain protease. multiplex microsphere protease substrate cleavage, flow cytometry. AID 588499. hit rate 0.17% among 360,000. inhibition, % at 10 µM; also: plate controls were buffer without enzyme for full effect and enzyme alone for no effect
# Y pestis TopoI: inhibitors of Yersinia pestis topoisomerase I | hit rate 0.064% among 360,000 | Y. pestis Topo-I cleavage product accumulation, plate reader | activity, % at 10 µM; in the data active = activity above about 50%, passing the limit was not always enough; also: inactives centre near 2
# CCHFV vOTU inh: blocks the CCHF virus ovarian tumor domain protease; CCHFV vOTU protease, Pep-AMC fluorescence; inhibition, % at 11.5 µM; hit rate 0.55% among 370,000; AID 651958; in the data active = inhibition above about 30%; also: 0% = vehicle wells with enzyme and 100% = no enzyme wells
# The depositor's hits bear a star; i = inactive; . = no result given; + = active, no number; & = joins results of further samples. Rule as the data show it, unless noted: active = inhibition above about 30%; inconclusive = no clear call, values can overlap the other calls; inactive = below that. These rows are one share of the data. The share of hits here may be higher or lower than overall.
SMILES,Anthrax LF inh2,PfHsp40 yeast,BH1578 lux ind,PriA SSB inh,SARS 3CLpro inh,TcdB GH inh,VHR inh abs,BoNT A protease,Y pestis TopoI,CCHFV vOTU inh
CC(C)NC(=O)CC(=O)N/N=C/c1ccc(Br)cc1,0,-0.7,i,.,4,-0.3,34,-0.6,2,-18
CC(=C1C(=O)c2ccccc2C1=O)N1CCC(C(N)=O)(N2CCCCC2)CC1,-6,-0.3,i,-14,-6,.,6,-0.9,9,-6
OC[C@@H]1CN(CCNc2ccccc2)C[C@H](n2cnc3c(NCc4ccncc4)ncnc32)O1,-2,.,-0.2,.,.,0.8,.,-0.4,-3,3
CN1CCC(N(C)CC(=O)Nc2ccccc2N2CCOCC2)CC1,-3,-1.1,-0.6,-6,3,.,18,0.5,-2,10
Cc1c2c(nc3c(C(=O)NC4CCCC4)cnn13)CCCC2,-5,-0.1,-0.3,0,-2,.,31,-1.7,8,-13
Cc1nnc(C)c2c(C)n(-c3ccccc3)c(C)c12,-3,-0.8,-0.2,10,-1,0.8,2,6.0,5,-22
CC(C)(C)[C@@H]1CCC(=O)N(CC[C@H](N=[N+]=[N-])c2ccccc2)CC1,-2,3.2,-0.4,-15,-3,0.3,17,-0.1,31,22
CC[n+]1c(C)n(-c2ccccc2)c2ccc(NC(C)=O)cc21,-8,0.6,-1.0,0,-2,1.4,5,1.2,13,-12
CCOc1ccc(S(=O)(=O)NCc2ccccc2Cl)cc1C(N)=O,-4,-0.2,2.8,25,1,20*,3,-0.4,5,15
CC(=O)Nc1cc(C(=O)O)ccc1S(=O)(=O)c1ccc(C)cc1,-3,0.6,i,-17,-3,.,18,-2.3,7,-12
O=C(CSc1nc2ccccc2c(=O)n1CCCN1CCOCC1)Nc1ccc2c(c1)OCO2,-1,0.9,-0.4,-3,5,0.5,21,-0.3,18,3
CCCSc1nc(C)c2cc(C)cc(C)c2n1,-2,-1.1,3.2,-19,-1,.,-25,-0.2,1,10
CCC(=O)Nc1nnc(-c2ccco2)o1,6,0.5,-0.3,-9,-1,0.0,4,-0.1,7,-8
CC1CN(S(=O)(=O)c2ccc(NC(=O)CCN3C(=O)c4ccccc4C3=O)cc2)CC(C)O1 (stereo not drawn),-4,-2.0,.,-5&9,5,.,-8,-1.0,-3,1
COc1cc(CC(=O)Nc2nc(-c3ccc(F)c(F)c3)cs2)cc(OC)c1OC,1,5.7,-0.5,-10,-4,0.4,11,1.7,27,15

# A draw from above in order of length of the SMILES, ascending.
SMILES,Anthrax LF inh2,PfHsp40 yeast,BH1578 lux ind,PriA SSB inh,SARS 3CLpro inh,TcdB GH inh,VHR inh abs,BoNT A protease,Y pestis TopoI,CCHFV vOTU inh
CCC(=O)Nc1nnc(-c2ccco2)o1,6,0.5,-0.3,-9,-1,0.0,4,-0.1,7,-8
CCCSc1nc(C)c2cc(C)cc(C)c2n1,-2,-1.1,3.2,-19,-1,.,-25,-0.2,1,10
Cc1nnc(C)c2c(C)n(-c3ccccc3)c(C)c12,-3,-0.8,-0.2,10,-1,0.8,2,6.0,5,-22
CC(C)NC(=O)CC(=O)N/N=C/c1ccc(Br)cc1,0,-0.7,i,.,4,-0.3,34,-0.6,2,-18
Cc1c2c(nc3c(C(=O)NC4CCCC4)cnn13)CCCC2,-5,-0.1,-0.3,0,-2,.,31,-1.7,8,-13
CN1CCC(N(C)CC(=O)Nc2ccccc2N2CCOCC2)CC1,-3,-1.1,-0.6,-6,3,.,18,0.5,-2,10
CCOc1ccc(S(=O)(=O)NCc2ccccc2Cl)cc1C(N)=O,-4,-0.2,2.8,25,1,20*,3,-0.4,5,15
CC[n+]1c(C)n(-c2ccccc2)c2ccc(NC(C)=O)cc21,-8,0.6,-1.0,0,-2,1.4,5,1.2,13,-12
COc1cc(CC(=O)Nc2nc(-c3ccc(F)c(F)c3)cs2)cc(OC)c1OC,1,5.7,-0.5,-10,-4,0.4,11,1.7,27,15
O=C(CSc1nc2ccccc2c(=O)n1CCCN1CCOCC1)Nc1ccc2c(c1)OCO2,-1,0.9,-0.4,-3,5,0.5,21,-0.3,18,3
CC(C)(C)[C@@H]1CCC(=O)N(CC[C@H](N=[N+]=[N-])c2ccccc2)CC1,-2,3.2,-0.4,-15,-3,0.3,17,-0.1,31,22
CC1CN(S(=O)(=O)c2ccc(NC(=O)CCN3C(=O)c4ccccc4C3=O)cc2)CC(C)O1 (stereo not drawn),-4,-2.0,.,-5&9,5,.,-8,-1.0,-3,1

# Following part
SMILES,Anthrax LF inh2,PfHsp40 yeast,BH1578 lux ind,PriA SSB inh,SARS 3CLpro inh,TcdB GH inh,VHR inh abs,BoNT A protease,Y pestis TopoI,CCHFV vOTU inh
O=C(C[N+]12CCC(CC1)C(CO)C2)c1ccc(Br)cc1 (stereo not drawn),21,-0.7,i,-1,-6,1.2,7,-2.2,1,-8
COc1ccc2c(c1)CCc1c(C(=O)NCc3ccc(Cl)cc3)noc1-2,-3,-0.2,i,-4,2,.,27,-1.1,11,-2
O=C1CC2(CCCCC2)Oc2ccc(OCC(=O)N3CCOCC3)cc21,0,-0.1,0.6,-2,-8,-0.3,4,-0.2,16,.
CC(C)Nc1ccccc1,-2,0.6,-0.4,-1,.,.,.,-0.3,3,.
CCc1cccc2c(C(=O)CSc3nnc(-c4ccncc4)n3C)c[nH]c12,0,0.2,-8.3,-1,1,1.1,-3,5.2,-9,6
O=C(COC(=O)CCCN1C(=O)c2cccc3cccc(c23)C1=O)Nc1cccc(C(F)(F)F)c1,7,4.1,-0.2,-13,2,0.6,-8,3.0,11,1
COC(=O)c1sc(NC(=O)c2ccc(Cn3cc(Cl)cn3)o2)c(C#N)c1C,0,0.2,i,0,1,.,32,-0.6,-4,10
CN(C)S(=O)(=O)n1cc(/C=C(\NC(=O)c2ccccc2F)C(=O)N2CCCC2)c2ccccc21,0,0.8,i,-11,-2,-5.0,-15,2.7,14,25
Oc1cccc(/C=N/N2CCN(c3ccccn3)CC2)c1,-3,-1.1,1.5,i,4,2.4,-4,0.2,6,3
C=CCn1c(SCC(=O)Nc2ccccc2C)nc2sc(C)c(C)c2c1=O,-1,-0.5,6.2,-23,-1,.,-9,-0.3,4,10
CCOc1ccccc1NC(=O)COC(=O)C1CC1,-3,0.3,-0.4,12,3,-1.2,-2,-1.3,10,-13
CCOC(=O)C(/C=C(\C#N)C(=O)OCC)=C(/N)N1CCN(c2ccc(OC)cc2)CC1,-1,0.3,-1.4,.,4,.,14,-1.0,30,24
CN(C)S(=O)(=O)c1ccc(C(=O)Nc2ccc(CN3CCCC3)cc2)cc1,.,-0.1,i,-8,4,.,-3,.,-11,-11
COc1ccc(-c2nc(-c3cccc([N+](=O)[O-])c3O)cc(=O)o2)cc1OC,-3,-1.2,-0.2,-15,1,0.3,5,-0.5,4,-10
COc1cccc(CN(CCC(=O)O)Cc2cccc(OC)c2)c1,0,.,-1.4,.,.,-0.7,.,0.1,12,4
COC(=O)Nc1csc2c1NC(=O)CCCC2,13,-0.3,i,-12,0,0.6,33,4.2,9,-1
Cn1nc(C(=O)NCc2ccc(Cl)cc2)c2c1-c1ccccc1S(=O)(=O)C2,-4,-0.2,i,-8,2,-6.2,-9,1.8,12,4
Cc1ccc(NC(=O)CC(C(=O)O)c2ccccc2)cc1 (stereo not drawn),1,-1.2,i,-9,5,.,0,-0.3,3,-6
O=C(N=NC(=O)c1ccc2c(O)n(CC3CCCO3)c(O)c2c1)c1cccnc1 (stereo not drawn),-22,-1.7,-0.7,0,1,-2.5,32,-5.7,-5,-7
O=C(NNC(=O)c1ccncc1)c1ccncc1,-9,-0.7,i,2,-2,.,0,-0.8,1,-2
Cc1ccc(OCCNC(=O)c2ccco2)cc1C,-6,-0.4,+,4,4,.,27,-0.2,0,-1
CCS(=O)(=O)N1Cc2ccccc2CC1C(=O)OCC(=O)Nc1ccc(SC(F)F)cc1 (stereo not drawn),-4,0.9,-0.9,-9,-2,.,12,2.0,-2,12
CCN1CCN(C2=C(NS(=O)(=O)c3ccc(C)cc3)C(=O)c3ccccc3C2=O)CC1,1,1.1,i,-13,-2,-3.5,20,-1.5,-14,44*
CCCCNC(=O)c1ccc(CS(=O)(=O)c2cccc(C(F)(F)F)c2)o1,1,-0.1,-0.2,1,0,.,27,1.6,-6,-6
O=C(Nc1ccccc1)N1CCC(C(=O)N2CCN(Cc3ccccc3)CC2)CC1,.,0.6,i,3,.,0.8,.,.,6,12
COc1cc(OC)c(OC)cc1/C=N/NC(=O)c1cnccn1,-5,0.1,-0.6,.,-2,0.6,2,-0.5,2,-3
CCC(C)NC(=O)C1CC(c2cccc(OC)c2)=NO1 (stereo not drawn),-2,-1.3,-0.9,5,3,.,0,-0.4,-7,-7
O=C(NC(=S)Nc1ccc(Cl)cc1)c1cncc(Br)c1,2,-2.0,-0.4,0,.,-0.2,.,0.1,-3,17
CC(C)(C(=O)N1CCC1(C)C(=O)Nc1ccccc1Br)c1ccccc1 (stereo not drawn),-7,.,-0.6,.,.,-0.8,.,-0.6,15,9
COc1ccc(C2=NN(CCC(=O)NCC3CCCO3)C(=O)CC2)cc1 (stereo not drawn),-1,1.2,-0.3,-4,-8,-0.5,1,-1.0,-8,-5
CCOCCCNC(=O)/C(C#N)=C/c1ccc(Cl)c([N+](=O)[O-])c1,-3,-0.4,-0.4,3,1,1.1,30,1.1,1,-11
COc1cccc(CCc2nnc(CCC(=O)N(C)C3CC(C)(C)NC(C)(C)C3)o2)c1,-2,0.0,-0.2,-25,3,1.3,-26,1.6,-2,6
Nc1nc(N)nc(-c2ccccc2)n1,0,0.1,i,-8,-2,-0.3,8,0.4,-4,-3
CCOc1ccc(C2Nc3ccc4ccccc4c3-c3c2c(=O)oc2ccccc32)cc1 (stereo not drawn),1,-0.8,0.9,3,5,.,10,1.2,4,-4
CC(C)CC(=O)Nc1ccccc1N1CCN(c2ccccc2)CC1,-2,0.1,-0.5,-1,-3,2.2,27,-1.1,5,-3
COc1ccc(N2CCN(C(=O)C(C)(C)Oc3ccc(Cl)cc3)CC2)cc1,-8,6.1,-0.3,22,8,-0.6,-6,-0.8,32,12
CN1CCC(NC(=O)Nc2cccc(C(F)(F)F)c2)CC1,-5,0.4,-0.3,13,4,-3.7,5,-1.7,-3,-11
O=c1[nH]c(C2CCCN(S(=O)(=O)c3ccc(F)cc3)C2)nc2c1nnn2Cc1ccc(F)cc1 (stereo not drawn),-8,0.3,-0.5,-1,4,0.0,3,1.9,27,9
CC1Sc2ccc(S(=O)(=O)N3CCC(C(=O)NCCc4ccccc4)CC3)cc2NC1=O (stereo not drawn),-3,1.8,-0.4,7,-6,2.5,-18,0.4,29,11
NC(=O)c1ccccc1OCc1cccc2ccccc12,-13,-0.5,-0.3,-4,3,-0.4,-16,0.5,20,-10
O=C(c1cc(-c2ccc(Br)cc2)nc2ccccc12)N1CCN(c2ccccc2O)CC1,2,-2.2,-4.0,-3,.,2.0,.,-0.9,15,21
O=C(O)CCc1ccc(S(=O)(=O)Nc2ccccc2C(=O)NCCc2ccccc2)cc1,0,0.6,i,-12,3,-1.0,17,0.4,0,-5
COC(=O)C1=C(C)OC(N)=C(C#N)C1C1CCCCC1 (stereo not drawn),0,-0.8,i,3,2,-1.6,40,0.1,1,9
COc1ccc(NC(=O)C2CCCN2C(=O)NC2CCCCC2)cc1OC (stereo not drawn),8,-0.8,-0.3,-5,2,.,19,1.4,-14,2
Cc1ccc(CN2CCc3[nH]c(=S)[nH]c(=O)c3C2)cc1,-2,1.1,-5.6,-6,-10,0.5,-1,-2.5,-1,6
Cn1c(COc2ccc(Cl)cc2)nc2ccccc2c1=O,-7,0.0,i,-14,0,.,13,-0.8,-3,-15
